From PubChem BioAssay
SKKanGAS inh – blocks kanamycin growth of S. pyogenes SKKanGAS strain. BacTiter-Glo, 6 h. inhibition, % at 7.5 µM. 300,000 tested, 1.3% active;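 active = mean replicate score, as percent of positive control median, at least 50; inconclusive = mean below 50 but one replicate at or above 50; inactive = mean and every replicate below 50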;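 also: strain carries kanamycin resistance gene driven by streptokinase promoter and grows in 40 µg/ml kanamycin; loss of luminescence reflects streptokinase promoter inhibition or plain growth inhibition; 0% = median of DMSO wells and 100% = positive control at its reference dose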
KCNQ1 inh – inhibitors of human KCNQ1 potassium channel; CHO-K1 KCNQ1, FluxOR thallium flux fluorescence; stronger effect = higher value; B-score at 10 µM; 310,000 tested, 1.3% active; P51787;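 active = compounds whose thallium flux B-score, printed positive for inhibition, exceeds three library SD while starting fluorescence stays within three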;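 also: channel opened by potassium depolarization with thallium stimulus after 20 min compound exposure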
KCNQ1 act – human KCNQ1 channel potentiation or activation; P51787; CHO-K1 KCNQ1, thallium flux FluxOR fluorescence; stronger effect = higher value; B-score at 10 µM; 310,000 tested, 0.35% active; AID 2648;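 active = fluorescence ratio B-score, a plate-corrected score, at least three library SD, with initial intensity B-score within 5 SD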
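Medium – assay buffer, equal DMSO in all wells · Material – CHO-K1 cell line with stable KCNQ1 potassium channel expression · Signal – kinetic FluxOR thallium fluorescence, 10-s 1-Hz baseline, 110-s post-stimulus read · Compound – single concentration per compound, DMSO matched to controls · Schedule – 37 °C overnight plating, 90-min dark dye load, 20-min compound pretreatment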
ANO1 activ – activates or potentiates the mouse TMEM16A chloride channel; Q8BHY3; HEK293 TMEM16A/YFP-H148Q/I152L, iodide quench fluorescence; stronger effect = lower value; B-score at 10 µM; 340,000 tested, 0.3% active; AID 623877;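 active = fluorescence-ratio B-score plate-corrected deviation score at least 3 library SD below zero, with starting fluorescence score within 5 deviations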;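 also: channel opened by trigger with iodide after compound preincubation; score built on the fluorescence ratio of max minus min over baseline; more negative score means more quench and so TMEM16A activation or potentiation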
KCNK9 block – human KCNK9 channel inhibition; Q9NPC2; HEK293 KCNK9, FluxOR thallium flux fluorescence; stronger effect = lower value; B-score at 10 µM; 310,000 tested, 1.2% active; AID 488922;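 active = ratio B-score over 3 SD below the library mean, with starting fluorescence within 5 SD of its mean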;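 also: negative B-score means less thallium flux so channel inhibition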
hERG protect – compounds protecting human hERG from proarrhythmic drug block; Q12809; CHO-hERG, FluxOR thallium flux, dofetilide IC70 present; activation (rescue from dofetilide block), less the hit threshold, % at 10 µM; 310,000 tested, 0.51% active; AID 1511;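 active = activation above the mean of controls blocked by dofetilide plus 5 SD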;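 also: thallium influx through hERG after potassium depolarization seen as dye fluorescence rise; in these data hits start at about 4.7%; inactives centre near -7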
HDAC3 inhib – human HDAC3 inhibition. O15379. 320,000 tested, 0.15% active. recombinant HDAC3, fluorogenic peptide/trypsin coupled, fluorescence. inhibition, % at 8.3 µM; in the data active = inhibition above about 26%, passing the limit was not always enough; inconclusive = no clear call, values can overlap the other calls
Target sequence (O15379 whole entry, looked up): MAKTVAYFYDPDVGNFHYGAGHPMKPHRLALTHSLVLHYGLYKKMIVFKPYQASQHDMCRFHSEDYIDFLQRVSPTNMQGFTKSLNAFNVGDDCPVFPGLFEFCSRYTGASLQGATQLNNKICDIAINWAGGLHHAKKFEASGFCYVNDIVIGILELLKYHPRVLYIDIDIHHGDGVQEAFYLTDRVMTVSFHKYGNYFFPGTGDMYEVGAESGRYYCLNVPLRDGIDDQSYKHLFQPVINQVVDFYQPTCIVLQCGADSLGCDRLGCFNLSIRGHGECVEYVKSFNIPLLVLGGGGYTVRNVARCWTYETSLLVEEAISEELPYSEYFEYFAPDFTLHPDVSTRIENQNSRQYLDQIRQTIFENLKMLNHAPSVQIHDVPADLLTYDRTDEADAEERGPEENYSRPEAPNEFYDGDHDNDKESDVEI
TMEM16A inh – blocks the mouse calcium-activated chloride channel TMEM16A. normalized B-score (activity score, 25-100; higher = stronger inhibition) at 10 µM. HEK293 TMEM16A/YFP iodide influx fluorescence, ionomycin. 310,000 tested, 1.2% active. Q8BHY3;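 active = ratio plate-corrected score three or more library SD toward inhibition, starting fluorescence score within five deviations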;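 also: score derived from kinetic fluorescence span divided by baseline fluorescence per well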
KCNK3 inh – human KCNK3 channel inhibition, primary screen | 340,000 tested, 0.84% active | CHO-KCNK3 thallium flux, FluxOR fluorescence; stronger effect = lower value | B-score at 10 µM;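 active = B-score under library mean minus 4 SD, starting fluorescence ratio at most library mean plus 5 SD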;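 also: more negative B-score means stronger inhibition of thallium flux through KCNK3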
Target sequence (O14649 whole entry, looked up): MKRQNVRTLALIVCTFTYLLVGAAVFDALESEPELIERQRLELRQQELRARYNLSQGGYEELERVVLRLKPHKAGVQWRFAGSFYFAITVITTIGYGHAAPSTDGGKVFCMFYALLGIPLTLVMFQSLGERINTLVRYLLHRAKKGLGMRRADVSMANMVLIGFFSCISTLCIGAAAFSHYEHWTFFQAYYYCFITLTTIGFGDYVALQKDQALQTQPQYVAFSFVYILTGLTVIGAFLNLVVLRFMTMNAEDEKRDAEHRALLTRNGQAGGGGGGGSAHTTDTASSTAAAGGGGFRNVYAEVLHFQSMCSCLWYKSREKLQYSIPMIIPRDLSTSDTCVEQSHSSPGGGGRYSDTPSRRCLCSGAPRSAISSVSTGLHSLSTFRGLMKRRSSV
RGS4 pot – potentiators or activators of RGS4. HEK293 M3R/inducible RGS4, carbachol calcium flux Fluo4; stronger effect = lower value. B-score at 10 µM. 310,000 tested, 0.92% active;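 active = B-score of the integrated calcium signal more than 4 SD below the library mean, with starting fluorescence not abnormally high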;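 also: negative B-score means reduced calcium response which marks RGS4 activation or potentiation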
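Material: M3R-expressing HEK293 line, RGS4 induced by doxycycline | Schedule: Overnight RGS4 induction, 30 min dye load 37 °C, 20 min compound RT | Measured by: Fluo4 fluorescence kinetic imaging of calcium | Read-out: Integrated calcium ratio converted to B score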
RGS4 block – human RGS4 inhibition. P49798. HEK293 M3R/RGS4 inducible, Fluo-4 calcium flux; stronger effect = higher value; triggered by carbachol at its EC20. B-score at 10 µM. 310,000 tested, 0.45% active;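 active = B-score, a plate-corrected calcium signal, over three deviations above library mean, with baseline fluorescence within five deviations of library mean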;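 also: RGS4 expression induced by doxycycline in cells with stable M3 receptor; B-score is computed from the integrated fluorescence ratio over baseline after carbachol; higher B-score means a larger calcium signal and so more RGS4 inhibition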
Target sequence (P49798 whole entry, looked up): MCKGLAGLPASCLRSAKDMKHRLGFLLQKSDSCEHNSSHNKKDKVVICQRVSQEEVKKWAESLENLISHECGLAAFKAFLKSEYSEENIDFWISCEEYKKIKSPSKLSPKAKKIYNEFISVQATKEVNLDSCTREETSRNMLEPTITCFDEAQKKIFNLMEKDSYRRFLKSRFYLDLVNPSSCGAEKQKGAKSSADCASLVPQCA
Starred values were filed as active, the others as inactive; i = inactive; ? = inconclusive; . = no result given.

#	molecule	KCNK9 block	HDAC3 inhib	KCNK3 inh	SKKanGAS inh	KCNQ1 inh	TMEM16A inh	hERG protect	RGS4 block	ANO1 activ	KCNQ1 act	RGS4 pot
1	CCOc1cc2[nH]c(=O)n(CCC(=O)NCCc3ccccc3)c(=O)c2cc1OCC	i	4	i	-1	i	i	-8	i	i	i	i
2	CCC(C(=O)NC1CCCC1)N(C(=O)Cn1nnc(-c2ccc(C)o2)n1)c1cccc(OC)c1 (stereo not drawn)	i	-5	i	7	i	i	-6	i	i	i	i
3	N#Cc1c(N)n(CCNC(=O)c2cccs2)c2nc3ccccc3nc12	i	-92	i	-1	i	i	-9	i	i	i	i
4	CO/N=C/c1ccc(N2CCCC2)c([N+](=O)[O-])c1	i	3	i	-15	i	i	-4	i	i	i	i
5	O=C(Nc1ccccc1Cl)OCc1cncs1	i	-3	i	-8	i	i	-8	i	i	i	i
6	O=C(NC(Cc1ccccc1)C(=O)N1CCCCC1)c1ccccc1 (stereo not drawn)	i	-8	i	37	i	i	-15	i	i	i	i
7	Cc1ccc(-c2c(C(=O)N/N=C/c3cccs3)nnn2-c2nonc2N)cc1	i	5	i	16	i	i	-5	i	i	i	i
8	COc1ccc(-c2cc(C(=O)NNC(=S)NC(=O)c3c(-c4ccccc4)noc3C)[nH]n2)cc1	i	8	i	93*	i	i	-10	i	i	i	i
9	Cc1ccc(S(=O)(=O)N(C)c2ccc(OCC(=O)OCc3c(C)noc3C)cc2)cc1	i	3	i	9	i	i	-9	i	i	i	i
10	CC(=O)Nc1ccc(NC(=O)CCC(=O)Oc2ccc(C)cc2)cc1	i	0	i	-5	i	i	-4	i	i	i	i
11	CC(C)(C)OC(=O)N[C@@H](Cc1c[nH]c2ccccc12)c1nnc(SCC(N)=O)o1	i	?	i	2	i	i	-14	i	i	i	i
12	COc1cc([C@@H]2c3cc4c(cc3[C@@H](O)[C@H]3COC(=O)[C@H]23)OCO4)cc(OC)c1O[Si](C)(C)C(C)(C)C	i	7	i	40	i	i	-9	i	i	i	i
13	Cn1c(SCc2cccc3ccccc23)nnc1-c1ccco1	i	1	i	11	i	i	-12	i	i	i	i
14	CCOC(=O)Cn1c(=O)oc2cc(S(=O)(=O)N3CCN(c4ccccn4)CC3)ccc21	i	4	i	1	i	i	-10	i	i	i	i
15	CSc1nnc(-c2ccc(O)cc2)n1C	i	-3	i	-9	i	i	3	i	i	i	i
16	O=C(c1ccc(Br)o1)N(c1ccccn1)C1CCCCC1	i	0	i	-5	i	i	-5	i	i	i	i
17	O=C(NCCCN1CCOCC1)c1cc(-c2ccc(Br)cc2)nc2ccccc12	i	.	i	21	i	i	-20	i	i	i	i
18	COc1ccc(N(CC(=O)N2CCCC2)S(C)(=O)=O)cc1	i	-3	i	-2	i	i	-10	i	i	i	i
19	O=Cc1ccc(-c2ccccc2C(=O)O)o1	i	2	i	-8	i	i	-3	i	i	i	i
20	Cc1ccc(CNC(=O)c2c(C)cc(=O)oc2C)cc1	i	2	i	-2	i	i	-10	i	i	i	i
21	CCc1cccc(NC(=O)Cn2cccc2)c1	i	-6	i	-4	i	i	-13	i	i	i	i
22	O=C(COC(=O)CNS(=O)(=O)c1ccc(Br)cc1Cl)NCCc1ccccc1	i	0	i	-16	i	i	-18	i	i	i	i
23	COc1cc2nc(Nc3ccc(C)c(Cl)c3)nc(N)c2cc1OC	-16*	1	i	-13	i	i	-5	i	i	i	i
24	Cc1cc(C(C)C)n2c(nc3ccccc32)c1C#N	i	-5	.	15	i	i	-3	i	.	i	i
25	CC(=O)Nc1cccc(C(=O)OCc2ccc([N+](=O)[O-])cc2)c1	i	3	i	-14	i	i	0	i	i	i	i
26	O=[N+]([O-])c1cc(S(=O)(=O)N2CCCC2)ccc1N/N=C1/CCCc2ccccc21	i	9	i	2	i	i	-3	i	i	i	i
27	CCOC(=O)CC1C(=O)NCCN1c1nc2ccc(C)cn2c(=O)c1/C=C1\SC(=S)N(CC(C)C)C1=O (stereo not drawn)	-9.9*	.	i	13	8*	i	-19	i	i	i	i
28	Cc1nccn1CC(O)COc1ccc(Cl)cc1Cl (stereo not drawn)	i	-2	i	1	i	i	-5	i	i	i	i
29	Cn1nccc1C(=O)N1CCN(c2cccc(C(F)(F)F)c2)CC1	i	0	i	-3	i	i	-6	i	i	i	i
30	COC(=O)C1Sc2[nH]c(=O)sc2C2c3ccccc3OC(=O)C12 (stereo not drawn)	i	-2	i	0	i	i	-7	i	i	i	i
31	C=CCc1cccc2cc(C(=O)N3CCN(C(=O)c4ccccc4)CC3)c(=O)oc12	i	1	i	-1	i	i	-7	i	i	i	i
32	CC1=CC(=O)C(C(C)C)=C/C1=N\OC(=O)c1cccc2nc(C)oc12	i	0	i	-1	i	i	-11	i	i	i	i
33	COc1ccc(/C=N/NC(=O)c2cc(O)c(O)c(O)c2)cc1Cn1cc([N+](=O)[O-])cn1	i	.	i	-2	i	.	-5	i	i	i	i
34	CCN1CCN(C(=O)c2nn(-c3ccccc3)c(=O)c3ccccc23)CC1	i	3	i	0	i	i	-9	i	i	i	i
35	CN(C)CCCN(C(=O)c1ccc(S(=O)(=O)N(C)C2CCCCC2)cc1)c1nc2ccc(F)cc2s1	i	3	i	5	i	i	-18	i	i	i	i
36	O=c1c(-c2cccc3ccccc23)[n+]([O-])c2ccccc2n1O	i	1	i	2	i	i	9.5*	i	i	i	i
37	COc1ccc(-c2ccc(=O)n(Cc3ccccc3)n2)cc1	i	4	i	-1	i	i	-1	i	i	i	i
38	Cc1cc(-c2n[nH]c(=S)n2Cc2ccco2)nn1C	i	-2	i	-2	i	i	-10	i	i	i	i
39	COc1ccccc1-c1nc(S(=O)(=O)c2ccc(Cl)cc2)c(N(C)C)o1	i	-1	i	-7	i	i	5.4*	i	i	i	i
40	O=C(COC(=O)c1ccccc1Oc1ccccc1)NC1CCS(=O)(=O)C1 (stereo not drawn)	i	-7	i	-2	i	i	-3	i	i	i	i
41	Cc1cc(C)cc(N(C(=O)C2CCCC2)C2C=CS(=O)(=O)C2)c1 (stereo not drawn)	i	-3	i	3	i	i	-7	i	i	i	i
42	CC(C)(C)C(=O)NC(=S)NCCc1ccccc1	i	?	i	4	i	i	-11	i	i	i	i
43	Cc1ccc(N(CC(=O)Nc2cccc(Cl)c2C)S(C)(=O)=O)cc1	i	5	i	-3	i	i	-2	i	i	i	i
44	CCOC(=O)c1c(S(=O)(=O)N2CCN(c3ccc(C(C)=O)cc3)CC2)c(C)n(C)c1C	i	-5	i	4	i	i	-4	i	i	i	i
45	O=C(c1cc(-c2ccccc2)nn1-c1ccccc1)N1CCN(S(=O)(=O)c2cccc(F)c2)CC1	i	0	i	-7	i	i	-9	i	i	i	i
46	CCOC(=O)C1=C(C)NC(SCC(=O)Nc2cc(C)on2)=C(C#N)C1c1cccs1 (stereo not drawn)	i	-2	i	11	i	i	-3	i	i	i	i
47	COc1ccc(OC(C)C(=O)NC2CC(C)(C)NC(C)(C)C2)cc1 (stereo not drawn)	i	.	i	-6	i	i	-11	i	i	i	i
48	COC(=O)c1ccc(-c2ccco2)n1Cc1cc(C)ccc1C	i	2	i	-2	i	i	-4	i	i	i	i
49	Cc1cccc(CNC(=O)c2ccc3c(c2)N(C)CCS3)c1	i	-48	i	-6	i	i	-11	i	i	i	i
50	Cc1cnc(C(=O)Nc2ccc3c(c2)CCC3)cn1	i	-7	i	-4	i	i	-3	i	i	i	i
51	O=C(NCCCN1CCOCC1)c1ccc2c(=O)n(CCc3ccccc3)c(=O)[nH]c2c1	i	6	i	-16	i	i	-16	i	i	i	i
52	COc1ccc(-n2c(SCC(=O)NCC3CCCO3)nc3n[nH]c(C)c3c2=N)cc1 (stereo not drawn)	i	-4	i	-4	i	i	-6	i	i	i	i
53	O=C1Nc2ccccc2C1=Nc1ccc(F)cc1	i	4	i	2	i	i	-10	i	i	i	i
54	COCCC(=O)NC1CCCc2c1cnn2-c1cccc(C)c1C (stereo not drawn)	i	3	i	-7	i	i	0	i	i	i	i
55	Cc1ccsc1C(=O)OCC(=O)Nc1nnc(-c2ccccc2)o1	i	3	i	24	i	i	-5	i	i	i	i
56	CC1Cc2ccccc2N1S(=O)(=O)c1cccc(C(=O)NCCCn2ccnc2)c1 (stereo not drawn)	i	-4	i	-3	i	i	-10	i	i	i	i
57	Cc1cccc(NC(=S)N2CCN(C(=O)c3ccco3)CC2)c1	i	-1	i	-3	i	i	-10	i	i	i	i
58	COc1ccc(C2CC(c3cccs3)=NN2C(=O)CCC(=O)O)cc1OC (stereo not drawn)	i	0	i	-3	i	i	-2	i	i	i	i
59	Cc1[nH]nc2c1C(c1ccccc1F)CC(=O)N2 (stereo not drawn)	i	-1	i	6	i	i	-15	i	i	i	i
60	O=C(COc1ccccc1)NC(Cc1c[nH]c2ccccc12)C(=O)O (stereo not drawn)	i	4	i	-2	i	i	-17	i	i	i	i

Next part
#	molecule	KCNK9 block	HDAC3 inhib	KCNK3 inh	SKKanGAS inh	KCNQ1 inh	TMEM16A inh	hERG protect	RGS4 block	ANO1 activ	KCNQ1 act	RGS4 pot
61	O=C(NC1=NCCS1)c1ccc(Cl)c(Cl)c1	i	-6	i	-13	i	i	-11	i	i	i	i
62	NC(=O)c1sc2nc(-c3ccccc3)c3c(c2c1N)CCCC3	i	4	i	0	i	i	-20	i	i	i	i
63	O=C(NCc1ccccc1)C1CCCN1S(=O)(=O)c1ccc(Cl)cc1 (stereo not drawn)	i	3	i	-6	i	i	1	i	i	i	i
64	CCn1cc(NC(=O)Nc2ccccc2C(=O)OC)c(C(N)=O)n1	i	4	i	4	i	i	-6	i	i	i	i
65	CCn1c(C)c(C(C)=O)c(N2CCN(c3ccc(OC)cc3)CC2)nc1=S	i	6	i	-1	i	i	-7	i	i	i	i
66	CCCCc1ccc(NC(=S)Nc2ccc(Nc3ccc(OC)cc3)cc2)cc1	i	-2	i	-5	i	i	-11	i	i	i	i
67	CCOC(=O)C1CCCN(S(=O)(=O)c2cc3c4c(c2)CCC(=O)N4CCC3)C1 (stereo not drawn)	i	-8	i	17	i	i	-11	i	i	i	i
68	CCCCn1c(=N)n(CC(O)COc2ccc(C)cc2)c2ccccc21 (stereo not drawn)	i	-3	i	4	i	i	-35	i	i	i	i
